High-throughput results as filed in PubChem.
core dimer inh = blocks dimerization of HCV core protein; 0.33% of 300,000 active; inhibition, % at 5 µM; TR-FRET GST/Flag-core106 dimerization, 1536-well;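 active = inhibition above the mean of all tested compounds plus 3 SD, set per screening campaign, cut at about 45% in these data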
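Assay system: Tagged HCV core106 pair (GST and Flag) | Buffer or medium: KF-containing HEPES buffer, pH 7.45, DTT, CHAPS, BSA | Also added: Eu donor and XL665 acceptor anti-tag antibodies | Dosing: One concentration, 5 µM, in 0.5% DMSO | Timing: 4 h at 22.5 °C | Technique: TR-FRET 671 and 617 nm emission | Repeats: Singlicate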
PP5 inh = blocks human protein phosphatase 5 activity. AID 1987. P53041. 0.18% of 320,000 active. purified PP5c, OMFP substrate fluorescence. inhibition, % at 6.7 µM;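 active = inhibition above the campaign's mean inhibition across all tested compounds plus 3 SD, cut at about 9.5% in these data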;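 also: 0% = DMSO only and 100% = 100 µM cantharidin control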
Fh CTSL1 inh = cathepsin L1 inhibition, PFM18AAP counter-screen | recombinant F. hepatica cathepsin L1, Z-Leu-Arg-MCA fluorescence | inhibition, % at 5.96 µM | 0.49% of 300,000 active;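 active = inhibition above the mean of all tested compounds plus 3 SD, set per screening campaign, cut at about 17% in these data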;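 also: 0% = plate median of test compound wells and 100% = 1 µM Z-Phe-Ala-diazomethylketone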
EBNA-1 inh = blocks EBNA-1 binding to DNA | EBNA-1 DNA binding, fluorescence polarization | inhibition, % at 14.8 µM | 0.34% of 300,000 active | AID 1950; in the data active = inhibition above about 28%
ZTA DNA inh = counter-screen for EBNA-1 inhibitors: inhibitors of Epstein-Barr virus ZTA. ZTA-DNA binding, fluorescence polarization. P03206. inhibition, % at 11 µM. AID 2234. 0.15% of 320,000 active; in the data active = inhibition above about 33%
Target sequence (P03206 whole entry, looked up): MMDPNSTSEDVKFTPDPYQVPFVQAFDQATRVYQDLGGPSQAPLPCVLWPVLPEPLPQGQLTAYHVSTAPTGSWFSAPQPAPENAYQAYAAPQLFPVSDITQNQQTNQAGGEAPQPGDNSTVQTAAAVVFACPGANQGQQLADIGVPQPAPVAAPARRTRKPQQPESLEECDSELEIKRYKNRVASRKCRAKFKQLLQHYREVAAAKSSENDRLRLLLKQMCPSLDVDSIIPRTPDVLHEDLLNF
TPT1 inhibitor = C. albicans TPT1 enzyme inhibition | inhibition, % at 5 µM | recombinant caTPT1, FP RNA substrate dephosphorylation | 0.81% of 300,000 active | AID 1962;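 active = inhibition above the mean of all tested compounds plus 3 SD, set per screening campaign, cut at about 24% in these data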;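 also: plate controls were DMSO alone for no effect and ferristatin control at 100 nM for full effect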
GASC-1 inh = human JMJD2C demethylase inhibition. Q9H3R0. GST-JMJD2C(1-420) H3K9me3 demethylation, DELFIA europium. inhibition, % at 2.35 µM. 0.069% of 330,000 active. AID 2099;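 active = more than half of a compound's replicate wells show inhibition beyond 50%, single wells judged on their own value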;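 also: signal counts dimethyl H3K9 product captured on neutravidin plate; 0% = median of DMSO wells and 100% = 0.3 times that DMSO median; strong numbers were not always called active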
Target sequence (Q9H3R0 1-420 limits assumed): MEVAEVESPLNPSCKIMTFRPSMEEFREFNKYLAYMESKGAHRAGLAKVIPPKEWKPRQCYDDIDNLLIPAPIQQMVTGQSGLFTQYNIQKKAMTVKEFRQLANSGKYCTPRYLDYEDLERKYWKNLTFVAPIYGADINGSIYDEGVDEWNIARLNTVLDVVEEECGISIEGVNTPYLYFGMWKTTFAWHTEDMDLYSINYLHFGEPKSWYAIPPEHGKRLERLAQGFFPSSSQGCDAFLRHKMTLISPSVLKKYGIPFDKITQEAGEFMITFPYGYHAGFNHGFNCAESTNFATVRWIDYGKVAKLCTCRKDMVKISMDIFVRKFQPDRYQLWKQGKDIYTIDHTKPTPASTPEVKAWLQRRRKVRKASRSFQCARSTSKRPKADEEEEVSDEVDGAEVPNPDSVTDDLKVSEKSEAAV
CR mimetic SO = caloric restriction mimetics inhibiting age-related superoxide in yeast. S. cerevisiae aged cells, superoxide DHE fluorescence; active compounds read low. superoxide response (% of plate mean), % at 10 µM. 0.18% of 330,000 active. AID 2690;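 active = superoxide response under a set limit, about three screen SD below normal, cut at about 65% in these data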;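 also: yeast aged for seven days with compound at 30 °C before DHE staining; 100% = average MFI of all compound-treated wells on the plate with controls excluded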
PP1 inh = PP1-alpha (human) inhibition in PP5 counter-screen. 0.9% of 320,000 active. purified PP1alpha, OMFP fluorescence. inhibition, % at 6.7 µM;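 active = inhibition above the mean inhibition of all tested compounds plus 3 SD, computed separately for each screening campaign, cut at about 15% in these data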
Target sequence (P62136 whole entry, looked up): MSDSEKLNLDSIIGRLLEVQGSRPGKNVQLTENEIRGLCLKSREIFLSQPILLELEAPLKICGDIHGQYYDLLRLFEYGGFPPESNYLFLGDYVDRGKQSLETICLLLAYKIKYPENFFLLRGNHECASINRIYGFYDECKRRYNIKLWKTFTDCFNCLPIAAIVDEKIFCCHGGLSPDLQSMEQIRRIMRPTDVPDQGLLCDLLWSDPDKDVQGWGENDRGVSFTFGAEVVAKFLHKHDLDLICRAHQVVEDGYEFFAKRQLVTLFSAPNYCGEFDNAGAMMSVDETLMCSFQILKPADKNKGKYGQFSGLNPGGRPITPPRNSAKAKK
Numbers without * were called inactive; x = not tested or not shown.

SMILES,core dimer inh,PP5 inh,Fh CTSL1 inh,EBNA-1 inh,ZTA DNA inh,TPT1 inhibitor,GASC-1 inh,CR mimetic SO,PP1 inh
CCOC(=O)c1cc(C)n(Cc2cccc(OC)c2OC)c1C,-6,6.7,-4,-3,-6,-2,-5,125,-6
COc1ccc(-n2nnnc2SCC(=O)Nc2ccccc2)cc1,-4,2.0,0,1,2,0,2,104,1
Cc1cc(OC(F)F)ccc1NC(=O)Nc1ccc2c(c1)OCO2,1,0.6,2,4,10,-3,8,114,-2
CCN(CC)CCN1C(=O)C(O)=C(C(=O)c2cccs2)C1c1ccc(C)o1 (configuration not stated),3,4.3,-8,-14,-14,-2,-4,113,0
CCN(CC)CCSc1nc(O)c(-c2ccccc2)c(=O)[nH]1,-2,1.5,0,5,-14,-2,-8,102,-3
COc1ccc2c(C(=O)CN3CCN(c4ccccc4)CC3)c[nH]c2c1,-11,1.6,3,3,-24,16,35,109,-2
O=C1C2CCCN2C(c2ccccc2)N1c1ccc(Cl)cc1 (configuration not stated),2,0.3,1,0,16,1,-2,107,-1
Cn1cnnc1SCC(=O)NC1CCCN(Cc2ccccc2F)C1 (configuration not stated),7,0.3,0,-9,3,-1,7,84,-3
O=[N+]([O-])c1cccc(CSc2nnc(Cc3ccccc3)n2-c2ccc(F)cc2)c1,19,2.9,2,5,11,-4,16,103,5
COc1ccc(OC)c(/C=C/C(=O)Nc2cccc(S(=O)(=O)N3CCCC3)c2)c1,9,3.7,3,-13,-10,1,4,102,-1
COc1ccc(/C=N/NC(=O)Nc2cccc3nsnc23)cc1,3,-1.5,0,1,1,2,-9,104,-2
Cc1ccc(SCCC(=O)OCn2nnc3ccccc3c2=O)cc1,3,2.7,-9,7,14,2,-1,91,7
COC(=O)CSc1nnc(-c2ccccn2)n1Cc1ccco1,-5,-0.4,-4,-2,-6,-1,6,96,0
COc1cccc(C(=O)CN(C(=O)c2ccc(Cl)c(Cl)c2)N2C(=O)C3CCCCC3C2=O)c1 (configuration not stated),0,6.8,-1,1,-4,0,1,101,-2
O=C(O)c1ccc(-c2noc(-c3ccc(F)cc3)n2)cc1,0,2.7,0,8,-8,-1,8,122,1
COc1ccc(CN2CCNC(=O)C2CC(=O)NCCC2=CCCCC2)c(F)c1 (configuration not stated),-5,-0.1,11,5,5,-7,3,99,4
Cc1cccc(N2CCN(C(=O)/C=C/c3cccs3)CC2)c1C,11,0.7,-2,-7,8,-3,1,98,7
COc1ccc(S(=O)(=O)N2CCCC2)cc1C(C)C,0,1.1,3,5,5,-4,-18,97,-1
COc1cccc(-c2ncc3ccccc3c2COC(=O)c2ccc(C(C)(C)C)cc2)c1,x,4.0,x,x,8,x,2,102,2
CCOc1ccc2nc(NC(=O)CN3C(=O)NC4(CCCC4)C3=O)sc2c1,2,0.9,0,-4,7,-4,-3,101,-4
CCOC(=O)c1ccc(COC(=O)c2ccc(-c3nnc(-c4ccccc4)o3)cc2)o1,9,3.7,-1,-1,2,5,-5,119,-5
COc1ccc(-c2c(C(C)=O)c(C)nc3sc4c(=O)[nH]nnc4c23)cc1,10,-1.4,1,-5,16,-1,9,103,-2
Cc1ccc(CN2CCN(/N=C/c3ccc(C(=O)O)cc3)CC2)cc1,-3,1.8,0,-13,-8,-1,-2,118,2
O=C(COc1ccccc1)c1cn(CC(=O)N2CCCC2)c2ccccc12,-1,-0.9,0,-2,2,5,-11,106,-3

Shown with values under each structure: entries from further up.
Every second line gives: core dimer inh, PP5 inh, Fh CTSL1 inh, EBNA-1 inh, ZTA DNA inh, TPT1 inhibitor, GASC-1 inh, CR mimetic SO, PP1 inh
O=C(O)c1ccc(-c2noc(-c3ccc(F)cc3)n2)cc1
 : 0, 2.7, 0, 8, -8, -1, 8, 122, 1
COc1ccc(CN2CCNC(=O)C2CC(=O)NCCC2=CCCCC2)c(F)c1 (configuration not stated)
 : -5, -0.1, 11, 5, 5, -7, 3, 99, 4
Cc1cccc(N2CCN(C(=O)/C=C/c3cccs3)CC2)c1C
 : 11, 0.7, -2, -7, 8, -3, 1, 98, 7
COc1ccc(S(=O)(=O)N2CCCC2)cc1C(C)C
 : 0, 1.1, 3, 5, 5, -4, -18, 97, -1
COc1cccc(-c2ncc3ccccc3c2COC(=O)c2ccc(C(C)(C)C)cc2)c1
 : x, 4.0, x, x, 8, x, 2, 102, 2

(continued)
SMILES,core dimer inh,PP5 inh,Fh CTSL1 inh,EBNA-1 inh,ZTA DNA inh,TPT1 inhibitor,GASC-1 inh,CR mimetic SO,PP1 inh
CS(=O)(=O)N1CCN(c2nc(-c3ccc(F)cc3)cs2)CC1,-1,1.2,-2,0,1,-1,4,96,12
Cc1cccc(CSCc2nnc(N)s2)c1,0,0.6,-3,-8,-21,-5,0,104,-3
COc1ccc(N=Cc2c[nH][nH]c2=O)cc1,-6,-1.1,2,2,13,3,1,97,2
O=c1c2ccccc2nnn1COc1cccc2ccccc12,1,1.4,0,0,-20,0,1,102,1
CN(c1ccccc1C(=O)Nc1ccc(CC#N)cc1)S(=O)(=O)c1ccccc1,0,1.5,1,2,7,-3,11,91,0
CN(C)/C=N/C(=S)Nc1ccccc1,2,2.0,-2,-3,-3,1,6,98,0
Cc1ccccc1OCC(=O)N/N=C/c1ccccn1,-9,3.5,-4,5,6,0,-6,86,-6
CCCOc1ccc(C(=O)NNC(=S)NC(=O)c2ccccc2[N+](=O)[O-])cc1,-1,2.3,1,-1,-6,-4,-5,93,1
CC(OC(=O)c1ccccc1Br)C(=O)Nc1nc(-c2cccc([N+](=O)[O-])c2)cs1 (configuration not stated),14,0.1,-3,22,-9,-5,55,103,0
CCC(C)c1ccccc1NC(=O)C(C)N(C)Cc1cccc(OC)c1 (configuration not stated),4,1.0,5,1,1,2,-5,93,-3
CC1CCCCN1C(=O)CN1C(=O)CN(C)C(=O)c2ccccc21 (configuration not stated),-4,0.5,0,3,5,-5,15,98,-2
CCN(CC)CCn1c2ccccc2c2cnc(N)c(C#N)c21,-3,1.2,1,1,12,-3,-4,111,4
CCOC(=O)CNC(=O)COc1ccc(Cl)cc1Br,2,6.8,0,7,16,-2,-9,107,-4
COc1cccc(CN2CCN(Cc3cccn3-c3cccnc3)CC2CCO)c1 (configuration not stated),2,0.7,1,-1,7,-2,-14,97,2
CCOC(=O)C1CCN(S(=O)(=O)c2c(C)noc2C)CC1,-5,-0.3,4,-2,-5,-1,-6,77,-3
CN1C(C)(C)CC(NC(=O)CCC(=O)NC2CC(C)(C)N(C)C(C)(C)C2)CC1(C)C,-3,-1.5,0,3,3,-1,-1,89,-1
COCCCn1c2nc3ccccc3nc2c2c(=O)n(Cc3cccs3)cnc21,4,-2.5,-1,18,14,-1,-1,92,-3
CCOC(=O)N1CCC(Nc2c(NCCCN(CC)c3cccc(C)c3)c(=O)c2=O)CC1,3,2.4,-3,-9,-19,-3,-3,94,1
CCOc1ccc(C(=O)COC(=O)Cn2cnc3c2c(=O)n(C)c(=O)n3C)cc1,x,0.4,x,x,11,x,10,92,-2
O=c1[nH]c(Cc2ccc(F)cc2)nc2scc(-c3ccc(F)cc3)c12,8,2.0,-1,-7,0,0,-10,107,2
Cc1nnc(SCC(=O)Nc2ccccc2NC(=O)CSc2nnc(C)s2)s1,0,2.4,-1,-17,-17,-1,-25,108,-2
O=S(=O)(O)c1nc2ccccc2[nH]1,-5,0.6,4,5,-20,-2,0,89,-6
CCOc1ccc(N(CC(N)=O)S(=O)(=O)c2ccc(F)cc2)cc1,3,1.4,-1,10,-11,-1,4,95,-1
COC(C[C@H](O)C[C@H](O)[C@H](C)OCc1ccccc1)OC,x,-0.1,x,x,-15,x,-6,89,-3

An excerpt of these results, with values under each structure:
Results follow in this order: core dimer inh | PP5 inh | Fh CTSL1 inh | EBNA-1 inh | ZTA DNA inh | TPT1 inhibitor | GASC-1 inh | CR mimetic SO | PP1 inh
Cc1nnc(SCC(=O)Nc2ccccc2NC(=O)CSc2nnc(C)s2)s1
    0 | 2.4 | -1 | -17 | -17 | -1 | -25 | 108 | -2
CN1C(C)(C)CC(NC(=O)CCC(=O)NC2CC(C)(C)N(C)C(C)(C)C2)CC1(C)C
    -3 | -1.5 | 0 | 3 | 3 | -1 | -1 | 89 | -1
COc1cccc(CN2CCN(Cc3cccn3-c3cccnc3)CC2CCO)c1 (configuration not stated)
    2 | 0.7 | 1 | -1 | 7 | -2 | -14 | 97 | 2

(further entries)
SMILES,core dimer inh,PP5 inh,Fh CTSL1 inh,EBNA-1 inh,ZTA DNA inh,TPT1 inhibitor,GASC-1 inh,CR mimetic SO,PP1 inh
COc1ccccc1NC(=O)Cc1noc(CSc2cccc[n+]2[O-])n1,7,2.5,-3,-12,-7,1,1,108,1
COc1ccccc1N1C(=O)CSC1=NC(=O)c1ccccc1,-3,0.8,1,8,-13,6,-9,89,-1
COc1ccc(CC(=O)NCCCc2ccccc2)cc1OC,-5,3.3,5,-11,-3,3,-19,109,-1
CN(C)S(=O)(=O)c1ccc(N/C=C(\[N+](=O)[O-])S(=O)(=O)c2ccccc2)cc1,-12,0.7,2,-12,6,-1,-2,93,0
CC1=CN2C(=NC(=O)CC2(C)C(=O)N(CC(=O)NC2CCCC2)c2ccccc2C)C=C1 (configuration not stated),-5,2.2,3,-4,-16,-6,7,94,1
CCn1c(SCC(=O)Nc2ccc(OC)c(OC)c2)nc2c(c1=O)SCC2,-1,0.8,1,-4,-8,-3,3,102,-1
CCCn1ncc(CN2CCC(C(=O)Nc3cccc(-c4cccc(F)c4)c3)CC2)c1C,-15,-1.5,-1,-6,-8,-1,-7,123,5
Cc1cccc(N2CCN(C(=O)CCCn3c(=S)[nH]c4cc5c(cc4c3=O)OCO5)CC2)c1C,13,0.1,1,9,9,2,-1,115,12
CC(=O)c1cc(CN2CCC(N3CCC(C(=O)N4CCCC4)CC3)CC2)cs1,2,-0.1,0,-4,-11,0,3,105,0
O=C(O)c1ccc(NC(=O)c2cn(-c3ccccc3)nc2-c2ccc(Cl)cc2)cc1,12,3.7,2,13,4,-3,-7,121,11
COc1ccc(NC(=O)Cn2nc(C(F)(F)F)c3c2CCCC3)c(OC)c1,1,4.7,3,-5,15,-1,6,102,5
CSc1ccccc1NC(=O)Nc1cccc(Cl)c1Cl,1,-0.8,2,20,1,-2,5,107,2
c1ccc(-n2cnc3ccccc32)cc1,-3,-0.9,8,2,3,-3,-1,76,0
CC(=O)Nc1cccc(NC(=O)CSc2nnc(Cc3cccn3C)n2-c2ccc(F)cc2)c1,4,0.5,1,-3,-12,-1,-6,107,6
COc1cccc(C(=O)NCCC2=CCCCC2)c1,1,5.3,0,-3,-4,-5,13,109,1

A portion from the list above, for reference:
SMILES,core dimer inh,PP5 inh,Fh CTSL1 inh,EBNA-1 inh,ZTA DNA inh,TPT1 inhibitor,GASC-1 inh,CR mimetic SO,PP1 inh
COc1ccc(CC(=O)NCCCc2ccccc2)cc1OC,-5,3.3,5,-11,-3,3,-19,109,-1
CN(C)S(=O)(=O)c1ccc(N/C=C(\[N+](=O)[O-])S(=O)(=O)c2ccccc2)cc1,-12,0.7,2,-12,6,-1,-2,93,0
